# Screening results (PubChem)
# PhoP GFP inhibition = Inhibition of PhoP regulon, Salmonella typhi GFP reporter cells, confirmation, 4 h (AID 1850). Salmonella Typhi PhoP-promoter GFP reporter, fluorescence, 4 h; higher % means a stronger effect. inhibition, % at 50 µM; hits with a dose series show IC50 in µM. 310,000 tested, 0.33% active; in the data active = a potency from the dose series; inconclusive = inhibition mostly from about 25% at the one dose, without a potency; inactive = the rest, 99 in 100 with inhibition below about 19%;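 note: 0% = induced wells with vehicle and 100% = uninduced wells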
# H37Rv inhibition = M. tuberculosis growth inhibition, HTS (AID 449762); M. tuberculosis H37Rv growth inhibition, 7H9 media; higher % means a stronger effect; inhibition, % at 25 µM; hits with a dose series show IC50 in µM; 330,000 tested, 0.59% active; in the data active = a potency from the dose series; inconclusive = inhibition above about 70% without an active follow-up result;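 note: bacterial growth assessed after seven days of incubation; strong numbers were not always called active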
# M. tuberculosis = growth inhibition of non-replicating M. tuberculosis (AID 488890); Mycobacterium tuberculosis non-replicating, growth inhibition; higher % means a stronger effect; inhibition, % at 25 µM; hits with a dose series show IC50 in µM; 320,000 tested, 0.39% active; in the data active = a potency from the dose series; inconclusive = inhibition mostly from about 82% at the one dose, without a potency; inactive = the rest, 99 in 100 with inhibition below about 76%;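 note: plate controls were DMSO cells for no effect and high antibiotic wells for full effect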
# H1N1 NS1A inhibition = H1N1 influenza NS1A inhibitors, functional cell based assay (AID 504329); 340,000 tested, 0.3% active; NS1A functional cell-based assay, percent inhibition; higher % means a stronger effect; inhibition, % at 12.5 µM, or IC50 in µM where a hit was titrated; in the data active = a potency from the dose series; inconclusive = inhibition above about 27% without an active follow-up result; note: strong numbers were not always called active
# VEEV TC-83 Vero = inhibitors of VEEV TC-83 cytopathic effect, confirmation, Vero cells (AID 588727) | Vero cells, VEEV TC-83 cytopathic effect inhibition; higher % means a stronger effect | inhibition, % at 20 µM, or IC50 in µM where a hit was titrated | 350,000 tested, 0.13% active; in the data active = a potency from the dose series; inconclusive = inhibition mostly from about 14% at the one dose, without a potency; inactive = the rest, 99 in 100 with inhibition below about 12%; note: strong numbers were not always called active
# VEEV TC-83 Vero 10K pilot screen = further read-out of VEEV TC-83 Vero, marked with its call; inhibition, %; measured here: 10K pilot screen inhibition
# Numbers without * were called inactive; i = inactive; ? = inconclusive; nt = not tested or not shown.
# The first 5 records, ahead of the listing:
SMILES,PhoP GFP inhibition,H37Rv inhibition,M. tuberculosis,H1N1 NS1A inhibition,VEEV TC-83 Vero,others
N#Cc1ccccc1S(=O)(=O)N1CCN(C(=O)CN2C(=O)NC3(CCCC3)C2=O)CC1,1%,-5%,-11%,5%,0.4%,
Cc1cc(C(=O)Nc2sccc2C#N)c2ccccc2n1,7%,3%,17%,-5%,5.9%,
CC(=O)NC12CC3CC(C1)CC(C(=O)N(C)Cc1cccc(Cl)c1Cl)(C3)C2,-8%,2%,7%,-7%,6.6%,
Cc1ccc(C2=NNC(c3cccc(F)c3)S2)cc1 (stereo not drawn),-13%,6%,73%,-7%,0.4%,
Cc1cccc(-c2nc(CS(=O)CC(=O)NC(C)CCc3ccccc3)c(C)o2)c1 (stereo not drawn),-13%,2%,-9%,-4%,i,

# This part in full, from the first entry:
SMILES,PhoP GFP inhibition,H37Rv inhibition,M. tuberculosis,H1N1 NS1A inhibition,VEEV TC-83 Vero,others
N#Cc1ccccc1S(=O)(=O)N1CCN(C(=O)CN2C(=O)NC3(CCCC3)C2=O)CC1,1%,-5%,-11%,5%,0.4%,
Cc1cc(C(=O)Nc2sccc2C#N)c2ccccc2n1,7%,3%,17%,-5%,5.9%,
CC(=O)NC12CC3CC(C1)CC(C(=O)N(C)Cc1cccc(Cl)c1Cl)(C3)C2,-8%,2%,7%,-7%,6.6%,
Cc1ccc(C2=NNC(c3cccc(F)c3)S2)cc1 (stereo not drawn),-13%,6%,73%,-7%,0.4%,
Cc1cccc(-c2nc(CS(=O)CC(=O)NC(C)CCc3ccccc3)c(C)o2)c1 (stereo not drawn),-13%,2%,-9%,-4%,i,
CCOC(=O)C1=NN(C(=O)c2cccc(Br)c2)C(O)(C(C)(C)C)C1 (stereo not drawn),4%,?,?,nt,nt,
CN(Cc1ccccc1)S(=O)(=O)c1ccc(NC(=S)NC(=O)C2CCCCC2)cc1,2%,-4%,64%,21%,1.6%,
Cc1c(NC(=O)c2cc(-c3ccc(Br)cc3)on2)c(=O)n(-c2ccccc2)n1C,3%,7%,9%,13%,0.5%,
O=C(O)C1=C[C@H](c2ccc3c(c2)OCO3)C[C@H](OCc2ccc(CO)cc2)O1,-2%,13%,19%,3%,1.0%,
C/C(=N/NC(=O)Nc1ccccc1)c1ccc(C)cc1,11%,-1%,-8%,3%,i,
CC(=O)c1c(C)[nH]c(C2=NNC(=NCc3ccccc3)SC2)c1C,-15%,-2%,13%,8%,i,
CC(=O)N1CCc2c(sc3c2c(=O)n(-c2ccccc2)c(=O)n3Cc2ccccc2Cl)C1,-11%,3%,-8%,-3%,4.1%,
CCN(CC(=O)Nc1ccc(NC(C)=O)cc1)C(=O)c1n[nH]c(=O)c2ccccc12,-3%,1%,9%,-13%,1.5%,
Cc1cccc(NC(=O)CSCC(=O)Nc2ccc(S(=O)(=O)N3CCCCC3)cc2)c1,nt,nt,nt,-10%,4.0%,
COc1cc(C(=O)OCC(=O)N2CCC(Cc3ccccc3)CC2)cc(OC)c1OC,-1%,?,41%,-5%,9.1%,
CO/N=C/CC(=O)c1cnc(-c2ccc(Cl)cc2)s1,5%,?,66%,2%,1.2%,VEEV TC-83 Vero 10K pilot screen=1.2
Fc1ccccc1N1CCN(Cc2c(F)cccc2F)CC1,-10%,-7%,-1%,1%,0.7%,
O=C(CN1CCN(c2ccccc2)CC1)Nc1ccc2c(c1)OCCO2,4%,3%,5%,-1%,0.6%,
COC(=O)C1CC(O)CN1C(=O)c1ccco1 (stereo not drawn),3%,-14%,-4%,2%,0.5%,
CCCC(C)NC(=O)c1c2c(nc3ccccc13)CCC2 (stereo not drawn),4%,-4%,0%,3%,0.4%,
CC(NC(=O)CCNS(=O)(=O)c1cccc2nsnc12)c1ccccc1 (stereo not drawn),-1%,-5%,-16%,8%,i,
CN(c1ccccc1)S(=O)(=O)c1ccc(Cl)c(C(=O)OCC(=O)N2CCOCC2)c1,-3%,38%,-2%,-11%,1.3%,
O=C(O)c1ccccc1Nc1cc(Cl)c2nonc2c1[N+](=O)[O-],3%,18%,nt,1%,1.4%,
Cc1cc(-c2ccc(S(=O)(=O)N3CCN(c4ccccc4F)CC3)s2)on1,6%,5%,-1%,-3%,1.0%,
Cc1noc(C)c1Cc1ccc(O)cc1,-15%,-3%,4%,-5%,0.4%,
CC(C)CC1C(C#N)=C(N)Oc2c1c(=O)oc1ccccc21 (stereo not drawn),-6%,0%,nt,3%,2.1%,
COc1ccc(CCNC(=O)COC(=O)c2ccccn2)cc1,nt,1%,-7%,-1%,?,
COc1ccccc1C(=O)N/N=C(\C)c1cccnc1,4%,-12%,0%,1%,0.8%,
O=C(c1ccc(Cl)cc1)N1CCN(S(=O)(=O)/C=C/c2ccccc2)CC1,nt,-12%,78%,1%,i,
COc1ccc(CCNC(=O)C2CCN(S(=O)(=O)c3ccc(Cl)cc3)CC2)cc1OC,3%,9%,-3%,-13%,0.5%,
CCOC(=O)N1CCN(C(=O)C2CC(c3ccc(F)cc3)=NO2)CC1 (stereo not drawn),-16%,-5%,13%,5%,1.7%,
COc1ccc(CC(=O)Nc2cccc(-c3ccc4nnc(C)n4n3)c2)cc1,0%,-4%,21%,-6%,5.8%,
O=S(=O)(Nc1cccc(S(=O)(=O)N2CCCCCC2)c1)c1ccc(F)cc1F,nt,-2%,9%,-1%,0.8%,
CC(CCN1CCC(CN2C(=O)C(=O)NC[C@@H]2Cc2ccccc2)CC1)c1ccccc1 (stereo partly drawn),nt,nt,nt,-6%,0.2%,
CC(C)(C)[C@H]1COC(=O)CCCC/C=C\C[C@H](CC(=O)N(CCO)Cc2ccccc2)C(=O)N1,nt,-3%,17%,-6%,0.6%,
CCOCC(=O)OCC(=O)Nc1cc(OC)c([N+](=O)[O-])cc1C,3%,11%,-2%,-5%,1.8%,
COCCNc1nc2ccccc2nc1NS(=O)(=O)c1ccc(C)cc1C,-19%,7%,15%,-19%,3.6%,
COc1ccccc1NC(=O)C(C)Nc1ccc(C)c(Cl)c1 (stereo not drawn),-7%,4%,39%,4%,2.3%,
COc1ccc(N(C)S(=O)(=O)c2cccc(C(=O)OCC(=O)c3c(N)n(C)c(=O)n(C)c3=O)c2)cc1,nt,6%,24%,-4%,8.6%,
CCn1c(SCC(=O)Nc2ccccc2C(=O)OC)nnc1-c1cccc(C)c1,-5%,-12%,16%,-2%,i,
CCS(=O)(=O)n1nc(-c2ccc(Cl)cc2)nc1SCc1ccccc1,10%,-4%,68%,nt,nt,
COc1cc(/C=N/NC(=O)c2ccoc2C)ccc1OCCN1CCCCC1,4%,1%,-5%,14%,5.0%,
COc1ccc2c(c1)N(C)/C(=C/c1cccc[n+]1C)S2,-5%,-10%,57%,-20%,0.5%,
CS(=O)(=O)Nc1ccc(C(=O)Nc2ccccc2Cl)cc1,7%,4%,6%,nt,6.1%,
CC(=O)Nc1cccc(C(=O)OCC(=O)c2ccc3c(c2)OCO3)c1,-1%,3%,6%,-2%,6.0%,
NC(=S)C1COc2ccccc2O1 (stereo not drawn),9%,-5%,12%,-6%,i,
CCOC(=O)N1CCC(NC(=O)CCC(=O)N2CC(C)Oc3ccc(C)cc32)CC1 (stereo not drawn),-10%,-2%,-1%,14%,i,
CCN1CCN(CCCNC(=O)CCc2nc(-c3ccc(OC)cc3)no2)CC1,0%,4%,1%,2%,1.5%,
Cc1ccc(S(=O)(=O)N(C)C)cc1NC(=O)c1n[nH]c(=O)c2ccccc12,-9%,-5%,-2%,-5%,0.3%,
COc1ccc(CN(C(=O)c2snc(C(N)=O)c2N)C(C(=O)NC2CCCC2)c2ccc(OC)c(OC)c2)cc1 (stereo not drawn),0%,0%,6%,-12%,0.3%,
O=C(COC(=O)CCc1c[nH]c2ccccc12)NC1CCS(=O)(=O)C1 (stereo not drawn),-5%,9%,14%,11%,0.6%,
N#Cc1cccc(S(=O)(=O)NCC(=O)OCC(=O)NCc2ccccc2)c1,nt,8%,3%,-12%,2.5%,
CC(C)(C)C(=O)Nc1cc(C(F)(F)F)ccc1N1CCOCC1,4%,-8%,-8%,7%,i,
Cc1ccc(C)c(C(C)NC(=S)NCc2ccc(F)cc2)c1 (stereo not drawn),-3%,13%,29%,-6%,i,
CCOc1ccc(CC(=O)N2CCN=C2SCc2ccc([N+](=O)[O-])cc2)cc1,-36%,9%,64%,8%,4.5%,
CC(=O)c1ccc(NC(=O)/C(=C\c2cccs2)NC(=O)c2ccco2)cc1,-3%,-1%,8%,-10%,i,
c1ccc2c(c1)c1ccccc1n1c(-c3ccc4c(c3)OCO4)nnc21,6%,3%,12%,9%,5.9%,
O/N=C1/C2C3CC4C5C3C1C5C1(OCCO1)C42 (stereo not drawn),-2%,-5%,-4%,-4%,2.8%,
O=C1CSc2ccc(C(=O)NCCC3=CCCCC3)cc2N1,-11%,-5%,-8%,4%,i,
COc1ccc(OC)c(NC(=O)C2CCCN2C(=O)OCc2ccccc2)c1 (stereo not drawn),-1%,-11%,-11%,7%,0.3%,
# Further results
SMILES,PhoP GFP inhibition,H37Rv inhibition,M. tuberculosis,H1N1 NS1A inhibition,VEEV TC-83 Vero,others
Cc1cc(NCc2ccc(F)cc2Cl)n2nnnc2n1,-13%,-1%,-2%,-9%,0.7%,
Cn1c(=O)c2ncn(CC(=O)N/N=C/c3ccco3)c2n(C)c1=O,-2%,2%,13%,11%,0.4%,
Cc1ccc(Cl)cc1NC(C#N)c1ccccc1 (stereo not drawn),2%,-3%,-1%,-3%,i,
Oc1ccccc1N=Cc1c(O)ccc2ccccc12,nt,nt,nt,-3%,i,
Cc1cccc2cc3c(nc12)SC(=NCC1CCCO1)N(Cc1ccco1)C3 (stereo not drawn),0%,9%,38%,9%,7.0%,
COc1ccc(NC(=O)c2cccc(F)c2)cc1Cl,4%,-5%,44%,5%,1.7%,
O=C1CCC/C=C\C[C@@H](CC(=O)N(CCO)Cc2ccccc2)C(=O)N2CCC[C@H]2CO1,nt,2%,2%,-7%,0.2%,
CC(=O)N1CCCc2cc(S(=O)(=O)Nc3ccc4c(c3)OCO4)ccc21,4%,-1%,-3%,10%,4.0%,
O=C(Cn1c(=O)cnc2ccccc21)N1CCCc2ccccc21,-15%,10%,0%,7%,3.2%,
CCOc1ccc(Cl)cc1S(=O)(=O)N1CCC(C(=O)NCc2ccncc2)CC1,-18%,3%,2%,-7%,0.3%,
O=C(NC1CCCC1)C1CCCN1C(=O)Nc1ccccc1Cl (stereo not drawn),8%,-6%,3%,6%,0.1%,
NS(=O)(=O)c1ccc2nc(NC(=O)C3=COCCO3)sc2c1,4%,10%,11%,1%,3.2%,
CCc1nnc(NC(=O)c2c(-c3ccccc3)noc2C)s1,-11%,6%,nt,9%,0.3%,
Cc1cccnc1-n1c(C)nc2ccccc2c1=O,0%,-11%,-5%,10%,i,
Cc1ccc(NC(=S)N2CCN(CCN3C(=O)c4cccc5cccc(c45)C3=O)CC2)cc1,3%,-16%,3%,-1%,1.6%,
O=C(O)C1CC(c2ccc(F)cc2)=NO1 (stereo not drawn),20%,-4%,0%,6%,0.7%,
CN(C)/C=C/C(=O)c1cnc2n(c1=O)CCS2,-1%,-5%,-8%,6%,0.7%,
CCOc1ccc(N2C(=O)CN(C)C2=S)cc1,-1%,54%,8%,8%,0.5%,
Cc1ccc2c(c1)C(=O)OC1(O)C3C4C=CC(C4)C3C(=O)N21 (stereo not drawn),16%,-4%,-15%,-1%,0.8%,
O=C(Nc1ccc2c(c1)OCO2)c1ccc(NC2CC2)c([N+](=O)[O-])c1,0%,6%,42%,3%,6.8%,
NS(=O)(=O)c1ccc(N/N=C/C=C/c2ccccc2[N+](=O)[O-])cc1,15%,0%,10%,14%,5.6%,
CC(C)CCNC(=O)c1onc(CSc2nc3ccccc3[nH]2)c1C(=O)NCCC(C)C,-4%,-2%,36%,-20%,4.9%,
Cc1cc2cc(CCNS(=O)(=O)c3ccc(F)cc3)c(=O)[nH]c2cc1C,4%,-4%,42%,6%,4.3%,

# Pulled by compound from the list above:
SMILES,PhoP GFP inhibition,H37Rv inhibition,M. tuberculosis,H1N1 NS1A inhibition,VEEV TC-83 Vero,others
CCOc1ccc(N2C(=O)CN(C)C2=S)cc1,-1%,54%,8%,8%,0.5%,
Cc1ccc(Cl)cc1NC(C#N)c1ccccc1 (stereo not drawn),2%,-3%,-1%,-3%,i,
Cc1cccc2cc3c(nc12)SC(=NCC1CCCO1)N(Cc1ccco1)C3 (stereo not drawn),0%,9%,38%,9%,7.0%,
